TIM10 inh: inhibits growth of TIM10 yeast strain. 330,000 compounds, 1.4% hits. inhibition, % at 10 µM. S. cerevisiae TIM10 strain growth, BacTiter-Glo luminescence, 24 h;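 active = inhibition of 40% or more at the single tested concentration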;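 also: wild-type TIM10 isogenic control strain grown at permissive 25 °C; 0% = DMSO yeast wells and 100% = minimal medium wells without yeast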
Mdm2 MdmX PPI: human Mdm2/MdmX binding inhibition; O15151+Q00987; SaOS-2 split-luciferase Mdm2/MdmX complementation, luminescence; inhibition, % at 8 µM; 330,000 compounds, 3% hits;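 active = inhibition of at least 50% at 8 µM in the primary screen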
UPR CHOP act: apoptotic UPR (CHOP) activation; CHO-CHOP luciferase reporter, luminescence; percent of tunicamycin response over DMSO baseline; activation, % at 10 µM; 330,000 compounds, 0.34% hits; AID 449763;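 active = at 10 µM dose, activation of 40% or more, normalized to positive control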;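 also: 100% = tunicamycin at 10 µg/mL and 0% = DMSO alone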
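Material: CHO-CHOP cells, stable luciferase reporter of PERK-eIF2a-CHOP signalling; quantity: 500 reporter cells seeded per well; buffer or medium: F12 medium containing 10% fetal bovine serum; compound: one dose, 10 µM in 0.5% DMSO; incubation: 6 h compound treatment, 37 °C; measured by: Steady-Glo luciferase luminescence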
GRIN3A LBD mod: modulators (binders) of human NR3A ligand-binding domain; NR3A LBD differential scanning fluorimetry, Tm shift; 0% = protein alone, 100% = glycine-bound protein; Tm shift relative to glycine control, % at 25 µM; 340,000 compounds, 2.5% hits;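 active = melting temperature shift of at least 10% of the positive control shift, at one fixed dose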
tim23-1 inh: inhibits growth of tim23-1 mutant yeast. S. cerevisiae tim23-1 growth, BacTiter-Glo luminescence, 24 h. inhibition, % at 20 µM. 330,000 compounds, 1.3% hits. AID 463212;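 active = growth inhibition of the mutant yeast at or above 50%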;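 also: temperature-sensitive mutant grown at 25 °C; plate controls were DMSO-treated mutant yeast for no effect and medium wells lacking yeast for full effect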
tim10-1 inh: growth inhibitors of tim10-1 mutant yeast | S. cerevisiae tim10-1 ts strain growth, BacTiter-Glo, 24 h | inhibition, % at 20 µM | 330,000 compounds, 2.2% hits;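 active = inhibition of at least 40%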;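 also: mutant grown at 25 °C; 0% = DMSO wells with yeast and 100% = wells holding no yeast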
XBP1 UPR activ: activators of adaptive arm of unfolded protein response (XBP1); 330,000 compounds, 0.33% hits; activation, % at 20 µM; CHO-XBP1 luciferase reporter, IRE1-XBP1 UPR activation, luminescence; percent of tunicamycin response, DMSO as zero;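 active = versus positive control, 20 µM dose yields 30% or more activation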;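 also: 100% = tunicamycin at 10 µg/mL and 0% = DMSO only wells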
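Assay system: IRE1-XBP1 luciferase reporter CHO line. Input: 1000 cells/well. Buffer or medium: F12 with 10% serum. Doses: 20 µM, 1% DMSO. Times: overnight seeding at 37 °C, 6 h compound treatment at 37 °C. Technique: Steady-Glo luciferase glow luminescence, 10 min after reagent addition.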
NALP3 yeast inh: inhibitors of NALP3 inflammasome in yeast | Yeast reconstituted NLRP3/ASC/caspase-1, beta-gal luminescence, 24 h | inhibition, % at 10 µM | 330,000 compounds, 0.39% hits;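 active = inhibition of 50% or more; inactive = inhibition below 50%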;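 also: plate controls were induced DMSO wells for no effect and uninduced yeast grown without galactose for full effect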
APJ agonist: activates the human apelin receptor APJ | P35414 | CHO-K1 APJ PathHunter beta-arrestin, luminescence; 0% DMSO wells, 100% apelin | activation, % at 20 µM | 330,000 compounds, 0.11% hits;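 active = activation more than six SD over the plate average, tested at 20 µM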;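 also: 0% = DMSO alone and 100% = apelin-13 at 10 nM; some results filed as inactive read as strong as hits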
Target sequence (P35414 whole entry, looked up): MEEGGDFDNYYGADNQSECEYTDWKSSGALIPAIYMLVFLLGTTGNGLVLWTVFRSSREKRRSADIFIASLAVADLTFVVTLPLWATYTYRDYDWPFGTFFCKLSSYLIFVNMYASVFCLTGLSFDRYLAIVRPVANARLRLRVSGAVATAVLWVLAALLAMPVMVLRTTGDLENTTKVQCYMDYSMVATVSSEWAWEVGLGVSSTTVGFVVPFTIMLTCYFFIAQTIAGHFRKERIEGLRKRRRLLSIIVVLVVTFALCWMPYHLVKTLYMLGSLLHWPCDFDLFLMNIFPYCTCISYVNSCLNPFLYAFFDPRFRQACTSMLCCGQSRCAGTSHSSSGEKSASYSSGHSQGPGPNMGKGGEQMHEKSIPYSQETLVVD
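Assay system: engineered CHO-K1 APJ arrestin reporter cells; Amount: 1000 CHO-K1 reporter cells seeded per well; Dosing: one dose, 20 µM compound, 1% DMSO; Times: compound stimulation 90 min at 25 °C, detection 60 min; Measured by: luminescent beta-gal fragment complementation, chemiluminescent substrate; Read-out: APJ–arrestin association signal; Controls: DMSO vs Apelin-13 10 nM.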
Starred values were filed as active, the others as inactive. Hits appear at their usual frequency. Share with any hit: about 8.2%.

SMILES	TIM10 inh	Mdm2 MdmX PPI	UPR CHOP act	GRIN3A LBD mod	tim23-1 inh	tim10-1 inh	XBP1 UPR activ	NALP3 yeast inh	APJ agonist
O=C(NC1CCCC1)c1ccc(CS(=O)(=O)Cc2ccccc2F)o1	7.2	-11.7	0.9	0.2	14.8	15.8	-3.0	3.8	0.9
CCn1cc(CNCc2ccc(OCC(O)CN(C)Cc3ccccc3)cc2)cn1 (stereo unspecified)	-12.1	23.3	-0.6	-1.5	-0.9	-6.8	-1.8	8.2	3.2
COc1cccc(C2C(C#N)=C(C)NC3=C2C(=O)CC(C)(C)C3)c1 (stereo unspecified)	1.3	-0.6	-0.6	-6.1	15.6	3.3	-2.4	-6.8	1.5
Clc1ccc(Cc2ccc(SCc3ccccc3)nn2)c(Cl)c1	9.4	17.1	-1.1	2.6	-5.9	19.9	-1.3	5.9	-0.6
COCCN(C(=O)CSc1nnc(-c2ccccc2F)o1)c1c(N)n(CC(C)C)c(=O)[nH]c1=O	4.9	4.4	-0.7	-2.3	-5.9	13.2	-2.5	16.0	-6.5
CN(C)c1ccc(/C=N/n2cnn(Cc3ccccc3Cl)c2=S)cc1	13.9	-16.2	3.7	-2.5	-2.4	22.8	-2.0	6.6	-0.4
CCOc1ncccc1C(=O)Nc1cccc(S(=O)(=O)N2CCOCC2)c1	10.1	-7.2	1.1	1.0	24.0	11.5	4.1	9.4	-3.9
Cc1c(C)c2ccc(OC(C)C(=O)NC3CC(C)(C)NC(C)(C)C3)cc2oc1=O (stereo unspecified)	3.9	26.0	-0.4	0.4	-1.0	1.8	-3.0	3.5	-1.0
Nc1ccc(C(=O)Nc2ccco2)cc1	-2.3	4.7	1.6	2.4	0.4	12.8	1.7	2.7	-6.7
COCCNC(=S)N1CCCN(c2nc3cc(C)ccc3cc2C#N)CC1	1.3	-14.1	-1.8	3.1	6.0	14.4	-2.4	15.8	-0.2
CCc1ccc(NC(=O)CN2CCc3ccccc3C2)cc1	-22.8	-12.4	-0.5	0.4	30.2	7.7	1.2	42.4	-3.9
Cc1cc(SCC(=O)Nc2cccc(S(N)(=O)=O)c2)c(C)cc1Br	9.3	-3.5	-2.0	-20.0	-2.7	11.1	-6.2	7.9	-2.3
CCCCCc1c2c(cc(O)c1C(=O)O)OC(=O)c1cc(C(=O)CCCC)c(OC)cc1O2	11.1	-5.6	2.0	-5.8	31.0	9.8	5.0	8.2	-4.2
CCCCC(=O)Nc1nc2c(OC)cc([N+](=O)[O-])cc2s1	16.4	-31.9	2.9	-1.0	10.1	15.1	-4.9	33.3	-2.7
O=C(CCn1nc(-c2ccc(Cl)cc2)ccc1=O)NCc1cccnc1	-4.5	7.8	-1.6	-1.3	11.7	-2.7	0.2	3.7	-2.8
C/C(=C\c1cccc(Cl)c1Cl)C(=O)c1c(C)cc(C)[nH]c1=O	15.8	8.3	2.5	-5.3	7.9	18.9	-3.8	11.1	-1.2
Cc1ccccc1OCC1Cc2c(nc(N)c(C#N)c2N)O1 (stereo unspecified)	10.1	-21.4	7.9	-1.4	-13.0	-22.4	7.6	6.8	-2.8
Cc1ccc(NC(=O)CCn2c(=O)[nH]c3ccsc3c2=O)cc1	2.9	8.1	0.9	-0.8	2.4	16.5	-0.5	-6.4	-4.9
CCCCCn1c(=O)[nH]c2cc(C(=O)NCCN3CCOCC3)ccc2c1=O	14.4	13.1	-0.2	-1.4	12.2	23.9	-0.6	5.7	-0.6
CN(C)C1CCN(Cc2cc(COCc3ccccc3)c3cccnc3c2O)C1 (stereo unspecified)	-30.8	67.3*	-0.4	-0.8	38.3	10.1	11.5	34.6	-5.1
COCc1cc(CN(C)C(=O)c2oc3c(F)cccc3c2C)[nH]n1	-0.3	4.8	4.6	-6.3	-7.8	9.8	0.7	11.5	2.8
Cc1ccccc1-c1n[nH]c(=S)n1/N=C/C=C/c1ccco1	0.8	-9.5	-0.5	1.1	13.5	33.1	-0.4	6.0	-0.7
CCc1noc(C)c1C(=O)OCC(=O)Nc1ccc(F)cc1Cl	8.0	-12.1	0.6	-2.3	7.8	7.1	1.9	23.0	-4.7
CS(=O)(=O)N(CC(=O)NC1CCCCC1)c1cccc(F)c1	9.2	6.5	-0.8	-1.9	2.1	1.0	-0.3	3.6	-3.2
CCOC(=O)c1sc(=N)n(-c2ccc(OC)cc2)c1C	23.3	-27.0	5.3	-27.8	31.6	20.8	5.3	34.9	2.9
CCOCCCNC(=O)c1ccccc1Br	5.2	1.6	0.4	-2.2	3.5	2.3	-0.1	17.9	2.1
CC(CC(=O)N1CCN(S(=O)(=O)c2ccccc2)CC1)n1cncn1 (stereo unspecified)	6.2	-10.2	2.9	-0.2	7.5	1.3	3.5	12.9	0.1
O=C(CSc1nnc(Cc2cc(=O)[nH]c(=O)[nH]2)n1-c1ccccc1)NCC1CCCO1 (stereo unspecified)	3.8	21.3	2.5	-0.8	-2.5	9.6	2.4	3.3	2.8
CN(C)c1ccc(C(=S)N2CCCCC2)cc1Br	10.6	0.4	-1.7	-3.4	22.9	21.0	0.3	33.7	-4.5
COCCOC(=O)C1=C(C)N(Cc2ccccc2)C(=O)NC1c1ccc(OC)cc1 (stereo unspecified)	9.5	10.3	-1.4	-1.8	15.8	19.6	-0.6	6.9	-0.5
COc1ccc(-c2cn(-c3ccc(C)c(Cl)c3)c(=S)[nH]2)cc1OC	13.3	22.0	-1.1	-1.0	0.0	-5.3	-3.8	11.9	6.5
N#Cc1cc(Br)ccc1N=C1CCCN1c1ccccc1	15.8	3.6	-0.8	-5.2	29.7	27.4	-0.6	6.5	-0.8
COC(=O)c1cc(=O)c2c([N+](=O)[O-])ccc(OC)c2o1	9.9	12.6	-0.8	-5.3	3.8	-12.3	-3.8	12.8	-0.9
N#C/C(=C(\O)CCl)c1nnc2n1CCCCC2	-12.5	4.2	0.1	-0.2	-3.5	-0.8	-3.8	-4.5	-3.3
COc1ccc(/C=N/NC(=O)c2cccnc2)cc1	-18.4	-3.0	4.6	-1.0	5.2	-0.7	-7.0	13.5	-3.0
COc1ccc(NC(=O)Cn2nnc(C(=O)NCc3ccc4c(c3)OCO4)c2N)cc1	-21.2	41.7	0.1	0.4	-28.4	14.8	2.6	2.0	-2.5
CCc1ccc(-c2cc(C)no2)cc1S(=O)(=O)N1CC(=O)Nc2ccccc21	-6.6	23.9	0.3	-4.9	-1.8	4.4	-2.5	10.2	0.9
Cc1c(C(=O)O)oc2ccc(S(=O)(=O)NCCC3=CCCCC3)cc12	-21.7	-24.2	0.5	-6.3	0.5	-8.7	-0.8	0.2	-0.1
CNC(=O)c1sc(Nc2cc(C)ccc2C)nc1C	4.3	0.7	0.0	2.4	6.4	9.2	1.7	9.0	-3.3
O=C(CN(c1ccccc1)S(=O)(=O)c1ccccc1)NCCSCc1ccco1	26.3	2.9	-0.5	1.0	12.2	22.7	-1.6	7.5	-2.5
Cc1sc(NC(=O)CCCC(=O)O)c(C(N)=O)c1-c1ccccc1	9.6	20.1	-2.9	2.0	-4.8	-5.5	-4.1	11.6	-0.9
Cn1nc(/C=C/c2ccccc2)ccc1=O	4.7	0.8	3.0	1.0	3.2	25.2	2.5	31.1	-2.0
CC1=C/C(=C(\c2cc(C)c(O)c(Br)c2)c2ccccc2S(=O)(=O)O)C=C(Br)C1=O	32.8	7.0	-2.9	-2.7	45.6	46.2*	-4.1	28.4	-4.5
Cc1ccc(CSc2nnc(-c3ccncc3)n2N)cc1	41.9*	30.5	0.4	1.7	1.7	-7.7	0.5	10.7	-3.3
COc1ccc(CCN2CC(C(=O)NCCc3cccc(F)c3)CCC2=O)cc1 (stereo unspecified)	3.3	-2.2	0.7	-1.1	5.6	-5.7	-4.5	-9.1	-4.8
O=C1N(c2ccccc2C(F)(F)F)O[C@@]1(c1ccccc1)C1CCCC1	-2.2	76.6*	0.9	2.4	12.7	-39.3	-0.3	22.5	-4.6
Cc1ccc2nc(NC(=O)CSc3nc(=O)n(CCN(C)C)c4c3CCCC4)sc2c1	9.4	65.5*	2.5	4.3	1.4	-4.6	0.5	-10.7	-9.0
COc1cccc(NC(=O)CN2C(=O)CSc3nc(C)cc(C)c32)c1	9.9	12.9	0.4	-0.8	-7.1	4.8	-2.6	8.0	-3.8

Quoted from the listing:
Under UPR CHOP act, Cc1sc(NC(=O)CCCC(=O)O)c(C(N)=O)c1-c1ccccc1 is entered as -2.9
Under Mdm2 MdmX PPI, O=C1N(c2ccccc2C(F)(F)F)O[C@@]1(c1ccccc1)C1CCCC1 is entered as 76.6*
Under tim23-1 inh, COc1cccc(NC(=O)CN2C(=O)CSc3nc(C)cc(C)c32)c1 is entered as -7.1
Under APJ agonist, O=C(CN(c1ccccc1)S(=O)(=O)c1ccccc1)NCCSCc1ccco1 is entered as -2.5
Under APJ agonist, CCc1ccc(-c2cc(C)no2)cc1S(=O)(=O)N1CC(=O)Nc2ccccc21 is entered as 0.9
Under UPR CHOP act, Cc1ccc(CSc2nnc(-c3ccncc3)n2N)cc1 is entered as 0.4
Under UPR CHOP act, Cc1ccc2nc(NC(=O)CSc3nc(=O)n(CCN(C)C)c4c3CCCC4)sc2c1 is entered as 2.5

As a short view, part of the list above.
SMILES	TIM10 inh	Mdm2 MdmX PPI	UPR CHOP act	GRIN3A LBD mod	tim23-1 inh	tim10-1 inh	XBP1 UPR activ	NALP3 yeast inh	APJ agonist
Cc1ccc(CSc2nnc(-c3ccncc3)n2N)cc1	41.9*	30.5	0.4	1.7	1.7	-7.7	0.5	10.7	-3.3
COc1ccc(CCN2CC(C(=O)NCCc3cccc(F)c3)CCC2=O)cc1 (stereo unspecified)	3.3	-2.2	0.7	-1.1	5.6	-5.7	-4.5	-9.1	-4.8
O=C1N(c2ccccc2C(F)(F)F)O[C@@]1(c1ccccc1)C1CCCC1	-2.2	76.6*	0.9	2.4	12.7	-39.3	-0.3	22.5	-4.6

Some of the entries so far, as labelled records:
compound: CC1=C/C(=C(\c2cc(C)c(O)c(Br)c2)c2ccccc2S(=O)(=O)O)C=C(Br)C1=O
  TIM10 inh: 32.8 | Mdm2 MdmX PPI: 7.0 | UPR CHOP act: -2.9 | GRIN3A LBD mod: -2.7 | tim23-1 inh: 45.6 | tim10-1 inh: 46.2* | XBP1 UPR activ: -4.1 | NALP3 yeast inh: 28.4 | APJ agonist: -4.5

compound: Cc1ccc(CSc2nnc(-c3ccncc3)n2N)cc1
  TIM10 inh: 41.9* | Mdm2 MdmX PPI: 30.5 | UPR CHOP act: 0.4 | GRIN3A LBD mod: 1.7 | tim23-1 inh: 1.7 | tim10-1 inh: -7.7 | XBP1 UPR activ: 0.5 | NALP3 yeast inh: 10.7 | APJ agonist: -3.3

Assay outcomes as filed in PubChem.
